Compound activity as filed in PubChem BioAssay.
EPAC1 antagonist: blocks human EPAC1 exchange factor. O95398. hit rate 0.14% among 360,000. Potency, µM (doses to about 115 µM), for the others: at the highest dose activity change, negative = inhibition, hits mostly inhibitors. EPAC1 GEF assay, Rap1b-BODIPY-GDP exchange fluorescence;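 also: plate controls were vehicle for no effect and positive control for full effect; nearly all actives have a fitted effect of over 50% in size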
Target sequence (O95398 whole entry, looked up): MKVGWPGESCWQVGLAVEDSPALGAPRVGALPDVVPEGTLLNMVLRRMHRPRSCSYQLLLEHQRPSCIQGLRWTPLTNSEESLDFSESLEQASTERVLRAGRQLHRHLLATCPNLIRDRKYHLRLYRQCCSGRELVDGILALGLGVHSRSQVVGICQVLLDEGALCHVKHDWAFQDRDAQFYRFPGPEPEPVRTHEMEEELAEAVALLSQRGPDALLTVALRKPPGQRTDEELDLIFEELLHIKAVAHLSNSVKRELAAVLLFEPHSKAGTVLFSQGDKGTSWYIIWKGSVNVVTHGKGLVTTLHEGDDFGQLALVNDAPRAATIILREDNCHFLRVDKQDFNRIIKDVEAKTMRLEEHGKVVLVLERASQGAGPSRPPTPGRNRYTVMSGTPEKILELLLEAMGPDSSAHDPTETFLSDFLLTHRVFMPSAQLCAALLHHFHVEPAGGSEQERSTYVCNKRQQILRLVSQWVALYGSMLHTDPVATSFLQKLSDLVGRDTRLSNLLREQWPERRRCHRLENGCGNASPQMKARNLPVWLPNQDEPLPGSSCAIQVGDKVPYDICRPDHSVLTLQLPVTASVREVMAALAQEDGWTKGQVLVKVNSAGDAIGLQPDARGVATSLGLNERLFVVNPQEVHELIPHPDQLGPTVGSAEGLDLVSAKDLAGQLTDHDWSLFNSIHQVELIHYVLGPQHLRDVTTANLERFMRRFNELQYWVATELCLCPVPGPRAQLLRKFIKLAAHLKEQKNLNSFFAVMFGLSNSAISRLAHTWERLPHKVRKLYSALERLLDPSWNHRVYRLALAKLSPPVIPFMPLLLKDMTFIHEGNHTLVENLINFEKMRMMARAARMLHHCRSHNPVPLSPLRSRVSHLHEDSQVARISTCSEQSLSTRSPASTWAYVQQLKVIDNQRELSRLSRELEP
aSyn yeast inh: alpha-synuclein toxicity inhibition in yeast; Yeast expressing alpha-synuclein, growth rescue, BacTiter-Glo, 24 h; Potency, µM (titrated, usually from 46.1 µM), inactives show at the highest dose growth rescue (activation), usual class: activators; hit rate 0.14% among 370,000; AID 652106; also: % of control where 0% means no effect; nearly all actives have a fitted effect of over 65% in size
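Screening used galactose-induced yeast with toxic alpha-synuclein levels, exposed to compound for 24 hr at 30 deg C. Cell growth, read with BacTiter-Glo luminescence, gave the measured signal.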
TDP-43 yeast inh: TDP-43 toxicity inhibition in yeast; Potency, µM (doses to about 46.1 µM), without a hit: top-dose growth rescue (activation), hits mostly activators; TDP-43 expressing yeast growth rescue, BacTiter-Glo, 24 h; hit rate 1.8% among 410,000; also: % of control where 0% means no effect; nearly all actives have a fitted effect of over 50% in size
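In this qHTS, compounds that restore growth of yeast expressing TDP-43 appear as activators. Cells (OD600=0.02, galactose medium, raffinose-pregrown) are incubated with compound 24 hr at 30 deg C and growth is quantified by BacTiter-Glo.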
EPAC2 agonist: agonists of human EPAC2 (RAPGEF4). Potency, µM (highest dose often 154 µM), for inactives: at the top dose activation, hits mostly activators. hit rate 0.079% among 360,000. Q8WZA2. EPAC2 activation, biochemical qHTS; response scale: 100% = 6.5 mM cAMP response; also: nearly all actives have a fitted effect of over 50% in size
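Exchange assay: 100 nM EPAC2 with 250 nM Rap1B-BODIPY-GDP and 50 uM GDP. Fluorescence (ex 480/em 540 nm) read every 5 min for 30 min at room temperature. Data normalized to 6.5 mM cAMP as agonist control.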
EPAC2 antagonist: antagonists of human EPAC2. Q8WZA2. EPAC2 GEF exchange of Rap1B-BODIPY-GDP, fluorescence. Potency, µM (doses to about 114 µM), for the others: at the highest dose activity, negative = inhibition, hits mostly inhibitors. hit rate 0.18% among 360,000. AID 720708; also: % is scaled to controls: 0 for no effect and ±100 for the full control effect; nearly all actives have a fitted effect of over 45% in size; many of its hits are not listed in these tables
EPAC1 agonist: agonists of human EPAC1; O95398; EPAC1 agonist qHTS, biochemical assay; response scale: 100% = response to 6.5 mM cAMP; Potency, µM (doses to about 154 µM), inactives show at the highest dose activation, usual class: activators; hit rate 0.073% among 360,000; also: nearly all actives have a fitted effect of over 60% in size
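Read-out is the fluorescence drop as BODIPY-GDP leaves Rap1B (480 nm excitation, 540 nm emission), recorded every 5 minutes over 30 minutes. Reactions held 100 nM EPAC1, 250 nM Rap1B–BODIPY-GDP and 50 uM GDP, with 6.5 mM cAMP setting full activation.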
FUS yeast rescue: rescues growth of FUS-expressing yeast; S. cerevisiae FUS-expressing, growth rescue, OD600, 24 h; Potency, µM (top dose mostly 76.6 µM), without a hit: at the top dose growth rescue (activation), hits mostly activators; hit rate 0.24% among 390,000;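 also: plate controls were DMSO vehicle for no effect and reference control for full effect; nearly all actives have a fitted effect of over 55% in size; some results filed as inactive show a strong effect at the top dose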
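S. cerevisiae expressing FUS from galactose induction served as the toxicity model. Growth after 24hr at 30C, read as absorbance at 600 nm, indicates suppression of toxicity; compounds dosed at several concentrations.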
PTHR1 ag: activates the human parathyroid hormone receptor PTHR1; Potency, µM (highest dose often 115 µM), for inactives: top-dose activation, actives largely listed as activators; AID 743266; HEK293 GP2 PTHR1 cells, GloSensor cAMP luminescence, 1 h; hit rate 0.075% among 410,000; also: nearly all actives have a fitted effect of over 55% in size; some results filed as inactive show a strong effect at the top dose; inactives centre near -15; many of its hits are not listed in these tables
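HEK-293-derived GP2 cells expressing PTHR1 and a GloSensor cAMP reporter, 3,000/well, plated overnight, given luciferin plus IBMX (each 0.5 mM as added) for 1 h at 37 °C, then compound for 1 h at 37 °C. Luminescence was read after 15 min at room temperature.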
Numbers without * were called inactive; [ ] = remark or other dose. Calls follow the shape of the dose curve; as a rule, active = well fitted curve in the direction sought with a large enough effect; inconclusive = small, poorly fitted or top-dose-only effect, or another doubt; inactive = no such curve, though single readings can be large; an effect the other way counts as inactive or inconclusive. Potency is read from the fitted curve at half-maximal effect. This is a subset, so the mix of outcomes need not match the whole.

Screening CC1N(O)C(C)(C)C(c2ccccc2)=[N+]1[O-] (centres undefined) returned EPAC1 antagonist -6.8%, aSyn yeast inh -2.3%, TDP-43 yeast inh 6.6%, EPAC2 agonist 11.8%, EPAC2 antagonist -3.8%, EPAC1 agonist 1.5%, FUS yeast rescue 7.3% and PTHR1 ag -18.2%.
For O=C1NC2(CCCCCC2)C(=O)N1Cc1ccccc1F the results were EPAC1 antagonist -2.9%, aSyn yeast inh 3.2%, TDP-43 yeast inh 18.0%, EPAC2 agonist 9.3%, EPAC2 antagonist -1.3%, EPAC1 agonist 6.8%, FUS yeast rescue -2.3% and PTHR1 ag inactive.
O=C(/C=C/c1c(F)cccc1Cl)Nc1nn[nH]n1 was read as EPAC1 antagonist -11.0%, aSyn yeast inh -0.5%, TDP-43 yeast inh -10.1%, EPAC2 agonist 6.3%, EPAC2 antagonist 9.1%, EPAC1 agonist 0.9%, FUS yeast rescue -8.7% and PTHR1 ag inactive.
`CC(=O)NC(NC(=S)Nc1ccc(N=Nc2ccccc2C)cc1C)C(Cl)(Cl)Cl` (centres undefined) gave EPAC1 antagonist -6.4%, aSyn yeast inh 0.2%, TDP-43 yeast inh 17.7%, EPAC2 agonist 3.3%, EPAC2 antagonist -0.5%, EPAC1 agonist 2.9%, FUS yeast rescue 14.4% and PTHR1 ag -56.3%[inhibitor].
For Cc1cccc(N2CC(C(=O)Nc3nnc(SCC(=O)NCC4CCCO4)s3)CC2=O)c1 (centres undefined) the results were EPAC1 antagonist inconclusive, aSyn yeast inh -4.0%, TDP-43 yeast inh -4.1%, EPAC2 agonist -1.3%, EPAC2 antagonist 5.9%, EPAC1 agonist -23.1%, FUS yeast rescue inconclusive and PTHR1 ag inactive.
For O=C(Nc1ccc(Br)cc1)c1ccc(N2C(=O)C3CCCCC3C2=O)cc1 (centres undefined) the results were EPAC1 antagonist -17.1%, aSyn yeast inh -5.9%, TDP-43 yeast inh 7.0%, EPAC2 agonist 1.4%, EPAC2 antagonist 3.0%, EPAC1 agonist -4.7%, FUS yeast rescue -3.0% and PTHR1 ag -22.5%.
Cn1ccc(O)c(C#N)c1=O was read as EPAC1 antagonist -10.0%, aSyn yeast inh -4.5%, TDP-43 yeast inh 0.3%, EPAC2 agonist 9.0%, EPAC2 antagonist 2.8%, EPAC1 agonist -7.0%, FUS yeast rescue -11.6% and PTHR1 ag -16.0%.
Screening CC(=O)c1cccc(NC(=S)NC(=O)c2ccc(C)cc2)c1 returned EPAC1 antagonist 2.9%, aSyn yeast inh 0.2%, TDP-43 yeast inh inconclusive, EPAC2 agonist 10.8%, EPAC2 antagonist 12.4%, EPAC1 agonist -9.2%, FUS yeast rescue 2.0% and PTHR1 ag -20.6%.
For Cc1ccc2c(c1)Oc1ccc(NC(=O)CCl)cc1C(=O)N2 the results were EPAC1 antagonist -1.1%, aSyn yeast inh 0.3%, TDP-43 yeast inh -10.4%, EPAC2 agonist 4.0%, EPAC2 antagonist 9.1%, EPAC1 agonist 1.3%, FUS yeast rescue 10.1% and PTHR1 ag -31.3%[inhibitor].
Screening C[C@H](CO)N1C[C@H](C)[C@@H](CN(C)Cc2ccc(Cl)c(Cl)c2)Oc2c(NC(=O)c3ccncc3)cccc2C1=O returned EPAC1 antagonist -5.8%, aSyn yeast inh -1.5%, TDP-43 yeast inh 5.9%, EPAC2 agonist 0.5%, EPAC2 antagonist -19.8%, EPAC1 agonist -4.3%, FUS yeast rescue 7.3% and PTHR1 ag -23.0%.
O=[N+]([O-])c1cc(F)c2cccnc2c1O was read as EPAC1 antagonist -2.7%, aSyn yeast inh inconclusive, TDP-43 yeast inh 3.98µM*, EPAC2 agonist 3.9%, EPAC2 antagonist -16.7%, EPAC1 agonist -5.3%, FUS yeast rescue -18.8% and PTHR1 ag -6.4%.
CC(=O)N(C(C)=O)S(=O)(=O)c1ccc(N=NN2CCCCC2)cc1 was read as EPAC1 antagonist -15.2%, aSyn yeast inh -6.7%, TDP-43 yeast inh 1.7%, EPAC2 agonist 4.3%, EPAC2 antagonist -1.8%, EPAC1 agonist 6.0%, FUS yeast rescue 36.6% and PTHR1 ag inactive.
`CNC(=O)COc1cccc(C(=O)NCc2ccccc2)c1` gave EPAC1 antagonist -6.5%, aSyn yeast inh -1.2%, TDP-43 yeast inh 1.2%, EPAC2 agonist 7.8%, EPAC2 antagonist 1.4%, EPAC1 agonist 7.2%, FUS yeast rescue 16.9% and PTHR1 ag -0.2%.
CCOc1cc(/C=C2\N=C(C)OC2=O)cc(Br)c1OCCc1ccccc1 was read as EPAC1 antagonist 6.4%, aSyn yeast inh 0.8%, TDP-43 yeast inh -8.8%, EPAC2 agonist -4.9%, EPAC2 antagonist -8.4%, EPAC1 agonist 7.1%, FUS yeast rescue 14.0% and PTHR1 ag -7.5%.
COc1cc2nc(CN(C)Cc3ccc(OC)c(OC)c3OC)[nH]c(=O)c2cc1OC was read as EPAC1 antagonist -8.0%, aSyn yeast inh 5.1%, TDP-43 yeast inh 12.2%, EPAC2 agonist 1.3%, EPAC2 antagonist 1.1%, EPAC1 agonist -3.4%, FUS yeast rescue -28.5% and PTHR1 ag inactive.
COc1ccc(CNC(=O)CCS(=O)(=O)c2cccc3nonc23)cc1 was read as EPAC1 antagonist 6.6%, aSyn yeast inh 2.2%, TDP-43 yeast inh 9.0%, EPAC2 agonist 4.2%, EPAC2 antagonist 5.4%, EPAC1 agonist 3.7%, FUS yeast rescue -13.4% and PTHR1 ag inactive.
CC(C)N(C(=O)Cn1c(-c2cccnc2)ccc(C#N)c1=O)C(C)C was read as EPAC1 antagonist 9.0%, aSyn yeast inh 6.1%, TDP-43 yeast inh 18.3%, EPAC2 agonist 15.3%, EPAC2 antagonist 1.5%, EPAC1 agonist 14.3%, FUS yeast rescue -8.2% and PTHR1 ag inactive.
For Cc1ccc(S(=O)(=O)NNC(=O)c2cccnc2)cc1 the results were EPAC1 antagonist 11.8%, aSyn yeast inh -0.4%, TDP-43 yeast inh -3.0%, EPAC2 agonist 4.5%, EPAC2 antagonist 3.1%, EPAC1 agonist 17.0%, FUS yeast rescue -22.1% and PTHR1 ag -19.5%.
For CCOc1ccc(N/C(N)=N/c2nc(C)cc(C)n2)cc1 the results were EPAC1 antagonist -0.6%, aSyn yeast inh 5.7%, TDP-43 yeast inh 5.7%, EPAC2 agonist 0.4%, EPAC2 antagonist 7.1%, EPAC1 agonist 4.6%, FUS yeast rescue -11.4% and PTHR1 ag inactive.
For C=CCSc1nc2c(c(=O)[nH]1)C(c1ccccc1)C(C#N)=C(N)O2 (centres undefined) the results were EPAC1 antagonist 5.9%, aSyn yeast inh 0.4%, TDP-43 yeast inh 9.9%, EPAC2 agonist 9.9%, EPAC2 antagonist 0.6%, EPAC1 agonist 7.5%, FUS yeast rescue -4.3% and PTHR1 ag 9.4%.
Screening O=C(CSc1nc2c(c(=O)[nH]1)CCC2)Nc1ccccc1Cl returned EPAC1 antagonist -8.4%, aSyn yeast inh -1.8%, TDP-43 yeast inh 0.1%, EPAC2 agonist 9.9%, EPAC2 antagonist 1.2%, EPAC1 agonist 6.6%, FUS yeast rescue -4.6% and PTHR1 ag inactive.
`COc1ccc(NC(=O)CSc2nc(O)cc(=O)[nH]2)c(OC)c1` gave EPAC1 antagonist 15.4%, aSyn yeast inh -2.2%, TDP-43 yeast inh -10.1%, EPAC2 agonist 4.1%, EPAC2 antagonist 13.7%, EPAC1 agonist -0.6%, FUS yeast rescue 39.6% and PTHR1 ag 7.5%.
Screening C=CCN1C(=O)NC2(O)C(=O)c3ccccc3C12O (centres undefined) returned EPAC1 antagonist 11.0%, aSyn yeast inh -5.7%, TDP-43 yeast inh -1.2%, EPAC2 agonist 4.4%, EPAC2 antagonist 15.4%, EPAC1 agonist 5.7%, FUS yeast rescue 18.3% and PTHR1 ag -47.3%[inhibitor][57.5 µM].
For COC(=O)[C@@]1(Cc2ccc(OC)cc2)[C@H]2c3cc(C(=O)N(C)C)[nH]c3C[C@H]2CN1C(=O)c1ccccc1 the results were EPAC1 antagonist -5.7%, aSyn yeast inh -0.7%, TDP-43 yeast inh -2.5%, EPAC2 agonist 2.4%, EPAC2 antagonist -11.6%, EPAC1 agonist -15.1%, FUS yeast rescue 12.9% and PTHR1 ag -13.0%.
COc1cc(/C=C2/SC(=S)N(Cc3ccccc3)C2=O)ccc1OS(C)(=O)=O was read as EPAC1 antagonist -25.8%, aSyn yeast inh -2.2%, TDP-43 yeast inh -2.1%, EPAC2 agonist 19.5%, EPAC2 antagonist 0.1%, EPAC1 agonist 6.4%, FUS yeast rescue 16.9% and PTHR1 ag inactive.
For COc1ccc(/C=N/N=C/c2ccc(OC)c(OC)c2)cc1OC the results were EPAC1 antagonist 0.7%, aSyn yeast inh -0.9%, TDP-43 yeast inh -2.3%, EPAC2 agonist 0.5%, EPAC2 antagonist 3.9%, EPAC1 agonist 6.2%, FUS yeast rescue -0.1% and PTHR1 ag inactive.
Screening O=C(CCC(=O)c1cccs1)NCc1ccccc1Cl returned EPAC1 antagonist -5.9%, aSyn yeast inh -2.3%, TDP-43 yeast inh inconclusive, EPAC2 agonist 6.0%, EPAC2 antagonist -1.5%, EPAC1 agonist 17.7%, FUS yeast rescue 2.1% and PTHR1 ag -18.7%.
Screening CCOc1ccc(C(=O)N/N=C(/C)C2C(=O)c3ccccc3C2=O)cc1 returned EPAC1 antagonist -7.7%, aSyn yeast inh 1.2%, TDP-43 yeast inh -27.3%, EPAC2 agonist -4.0%, EPAC2 antagonist 4.6%, EPAC1 agonist -0.3%, FUS yeast rescue -4.7% and PTHR1 ag -40.7%[inhibitor].
Screening CCN(CC)S(=O)(=O)c1ccc(S(=O)(=O)N2CCCC2C(=O)O)cc1 (centres undefined) returned EPAC1 antagonist 5.1%, aSyn yeast inh -0.6%, TDP-43 yeast inh -10.6%, EPAC2 agonist 7.6%, EPAC2 antagonist -3.0%, EPAC1 agonist 6.4%, FUS yeast rescue 14.9% and PTHR1 ag -4.9%[57.5 µM].
For Cc1ccccc1NC(=O)Cc1nc(COC(=O)c2nccnc2N)cs1 the results were EPAC1 antagonist -11.7%, aSyn yeast inh -11.1%, TDP-43 yeast inh -2.6%, EPAC2 agonist 2.1%, EPAC2 antagonist 4.9%, EPAC1 agonist 9.9%, FUS yeast rescue 2.3% and PTHR1 ag -17.7%.
